# ATXN2 expr inh: Primary qHTS for Inhibitors of ATXN expression; HEK-293 ATXN2-luciferase reporter, luminescence, 24 h; Potency, µM (series often up to 57 µM), for inactives: top-dose activity change, negative = inhibition, usual class: inhibitors; 360,000 compounds, 0.72% hits; further: on the % scale 0 is the no-effect control and ±100 the full control effect; nearly all actives have a fitted effect of over 55% in size
#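 qHTS (up to 57 uM final) was run with 24 h compound exposure of reporter cells at 37 °C. Each well was multiplexed: SteadyGlo luminescence measured ATXN2-luciferase expression after a fluorogenic Gly-Phe-AFC viability readout (25 uM final).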
# Nrf2 activator: qHTS of Nrf2 Activators. AREc32 ARE-luciferase reporter (MCF7-derived line), luminescence, 24 h. AID 624171, 2012. 410,000 compounds, 0.31% hits. Potency, µM (doses to about 46.1 µM), for inactives: at the highest dose activation, hits mostly activators; further: % of control where 0% means no effect; nearly all actives have a fitted effect of over 65% in size
#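 For detection, Steady-Glo was added and plates sat 30 min at RT; before that, AREc32_Fluc cells grown overnight in OPTI-MEM/5% FBS had been treated with 23 nL compound for 24 hr at 37 deg C.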
# Nrf2 inh: Nrf2 qHTS screen for inhibitors; Potency, µM (doses to about 46 µM), for inactives: top-dose activity change, negative = inhibition, usual class: inhibitors; 360,000 compounds, 2.1% hits; A549 ARE-Fluc reporter, luciferase luminescence, 18-24 h; AID 504444, 2011; further: on the % scale 0 is the no-effect control and ±100 the full control effect; nearly all actives have a fitted effect of over 60% in size
#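 A549 ARE_Fluc cells (5000/well, 5% FBS OPTI-MEM) pre-incubated 2 h, then treated with compounds 18-24 h at 37C/5% CO2 in concentration-response. CellTiter-Fluor viability read first; BugLite luciferase luminescence after 15 min at room temperature gives Nrf2 activity.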
# MCF10A rerep: A quantitative high throughput screen for small molecules that induce DNA re-replication in MCF 10a normal breast cells; MCF 10A DNA re-replication, Hoechst nuclear intensity, 48 h; Potency, µM (doses to about 46.1 µM), without a hit: at the top dose activity, positive = re-replication, most hits filed as activators; 350,000 compounds, 2.9% hits; further: % of control where 0% means no effect; nearly all actives have a fitted effect of over 50% in size
# HepG2 tox: qHTS for Inhibitors of TGF-b: Cytotox Counterscreen | 410,000 compounds, 0.76% hits | Potency, µM (doses to about 46.1 µM), for inactives: at the top dose activity change, negative = cytotoxicity, usual class: cytotoxic | HepG2 CAGA-GFP viability, ATP luminescence, 18 h; further: some results filed as inactive show a strong effect at the top dose
#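 CellTiter-Glo luminescence gave cytotoxicity after 18 hours at 37 degrees C. The cells were HepG2 CAGA-GFP in 1% FBS DMEM, stimulated with 500 pg/mL TGF-beta after compound addition. %Activity was normalised to no-cell wells (complete cell-killing) and DMSO (no toxicity), and curves were fitted and classified.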
# EPAC2 antag: qHTS for Antagonist of cAMP-regulated guanine nucleotide exchange factor 2 (EPAC2): primary screen. AID 720708, 2013. 360,000 compounds, 0.18% hits. Potency, µM (titrated, usually from 114 µM), inactives show top-dose activity, negative = inhibition, hits mostly inhibitors. Rap guanine nucleotide exchange factor 4 (Homo sapiens), Q8WZA2. EPAC2 GEF exchange of Rap1B-BODIPY-GDP, fluorescence; further: on the % scale 0 is the no-effect control and ±100 the full control effect; nearly all actives have a fitted effect of over 45% in size; many of its hits are not listed in these tables
# Target sequence (Q8WZA2 whole entry, looked up): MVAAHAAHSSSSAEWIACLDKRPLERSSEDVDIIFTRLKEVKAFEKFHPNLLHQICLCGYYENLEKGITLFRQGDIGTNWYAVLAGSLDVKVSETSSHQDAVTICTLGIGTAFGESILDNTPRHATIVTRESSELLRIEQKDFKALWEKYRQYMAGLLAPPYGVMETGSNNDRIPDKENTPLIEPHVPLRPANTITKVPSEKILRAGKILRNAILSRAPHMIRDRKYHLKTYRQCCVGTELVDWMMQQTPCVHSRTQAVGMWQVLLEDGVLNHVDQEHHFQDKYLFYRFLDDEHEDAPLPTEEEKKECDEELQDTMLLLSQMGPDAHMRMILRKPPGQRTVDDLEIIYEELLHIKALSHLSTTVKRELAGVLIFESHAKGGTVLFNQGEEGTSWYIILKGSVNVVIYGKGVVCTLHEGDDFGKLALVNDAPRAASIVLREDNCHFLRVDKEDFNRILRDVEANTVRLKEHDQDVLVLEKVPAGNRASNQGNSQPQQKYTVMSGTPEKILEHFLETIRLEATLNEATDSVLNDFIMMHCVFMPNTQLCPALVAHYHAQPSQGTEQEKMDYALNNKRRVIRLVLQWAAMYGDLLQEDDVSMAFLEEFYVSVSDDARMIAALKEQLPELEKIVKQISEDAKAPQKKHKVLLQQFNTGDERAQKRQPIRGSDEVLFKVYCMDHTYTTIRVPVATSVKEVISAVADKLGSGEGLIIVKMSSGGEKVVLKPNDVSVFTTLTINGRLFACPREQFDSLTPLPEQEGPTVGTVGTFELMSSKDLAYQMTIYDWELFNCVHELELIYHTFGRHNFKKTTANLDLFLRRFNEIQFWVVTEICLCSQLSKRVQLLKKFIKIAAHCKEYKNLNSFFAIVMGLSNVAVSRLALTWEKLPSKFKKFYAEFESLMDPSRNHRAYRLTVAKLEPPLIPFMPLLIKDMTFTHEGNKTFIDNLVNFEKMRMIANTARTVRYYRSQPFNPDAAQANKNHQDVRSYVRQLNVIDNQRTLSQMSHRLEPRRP
# ATXN viability: Viability Counterscreen for Primary qHTS for Inhibitors of ATXN expression; S2 cells (HEK-293 line with an ATXN2-luciferase reporter) viability, CellTiter-Fluor protease fluorescence, 24 h; AID 651635, 2014; 400,000 compounds, 0.49% hits; Potency, µM (titrated, usually from 56.7 µM), actives largely listed as cytotoxic; further: nearly all actives have a fitted effect of over 40% in size
# TGFb SMAD3 inh: qHTS for Inhibitors of TGF-b | HepG2 CAGA-GFP TGF-b/SMAD3 reporter, GFP fluorescence, 18 h; TGF-beta stimulated, 500 pg/mL final | Potency, µM (highest dose often 46.1 µM), for inactives: top-dose activity, negative = inhibition, actives largely listed as inhibitors | 410,000 compounds, 1.2% hits | AID 588855, 2011; further: on the % scale 0 is the no-effect control and ±100 the full control effect; nearly all actives have a fitted effect of over 65% in size
#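 Read-out: total well GFP (ex488/em500-530) summed from mean per-cell fluorescence. Cells: HEPG2 CAGA-GFP, 1% FBS DMEM, 18 h at 37 degrees C with 500 pg/mL final TGF-beta. Unstimulated wells served as the full-inhibition control; stimulated DMSO wells = 0%.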
# A549 tox: Nrf2 qHTS screen for inhibitors: counterscreen for cytotoxicity; A549 ARE-Fluc cells, CellTiter-Fluor viability, 18-24 h; Potency, µM (top dose mostly 46 µM), without a hit: at the top dose activity change, negative = cytotoxicity, usual class: inhibitors; 390,000 compounds, 0.16% hits; further: on the % scale 0 is the no-effect control and ±100 the full control effect
#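 Cytotoxicity counterscreen: CellTiter-Fluor fluorescence was measured in A549 ARE_Fluc cells after 18-24 h of compound exposure in a concentration series. The subsequent BugLite luminescent read reports ARE-luciferase activity.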
# An asterisk follows results filed as active; i = inactive; ? = inconclusive; . = no result given; [ ] = another dose, or the depositor's remark. The call rests on the fitted dose curve; in most records, active means well fitted curve in the direction sought with a large enough effect; inconclusive means small, poorly fitted or top-dose-only effect, or another doubt; inactive means no such curve, though single readings can be large; an effect the other way counts as inactive or inconclusive. Potency means the concentration at half of the fitted maximal effect. Only part of the results is shown; the hit share may differ from the screen's.
# Order of results – TGFb SMAD3 inh, Nrf2 inh, ATXN2 expr inh, ATXN viability, HepG2 tox, Nrf2 activator, A549 tox, EPAC2 antag, MCF10A rerep
Cn1nccc1C(=O)Nc1ccc2c(c1)OCCO2
 : 4%, 16%, -17%, i, -37%, 1.2%, 5%, 4%, 2%
O=C(Nc1nnc([C@@H]2C[C@H](O)[C@@H](CO)O2)s1)c1c(F)cccc1F
 : -4%, ., 12%, i, 0%, -0.3%, ., 19%, .
COc1ccc(C(=O)NNC2=NC(C)(C)Cc3ccccc32)cc1
 : 7%, -4%, -1%, i, -22%, 2.4%, 0%, -5%, -3%
COc1ccccc1N1CCN(c2ncnc3c2cnn3-c2cc(Cl)ccc2C)CC1
 : -10%, ., ?, i, -29%, -0.3%, ?, ., .
CCCCc1cc(=O)oc2cc(C)c3c(C(C)(C)C)coc3c12
 : 16%, -7%, 16%, i, -15%, 0.7%, ?, ., .
Cc1ccc(-c2nc(CS(=O)CC(=O)NCc3ccc4c(c3)OCO4)c(C)o2)cc1 (centres undefined)
 : ?, 7%, -21%, i, -52%, 6.8%, -3%, -3%, -7%
O=[N+]([O-])c1cc(/C=N/n2c(-c3cccnc3)n[nH]c2=S)ccc1Cl
 : -14%, -2%, -15%, i, -8%, ?, -14%, 2%, ?
CC1(C)Cc2c(sc(NC(=O)COc3ccc(Cl)cc3)c2C(N)=O)C(C)(C)N1
 : 0%, -16%, ?, ?, 4%, -0.8%, 1%, 3%, 7%
Cc1c(C(=O)NCc2ccc(Cl)cc2)oc2ccc3c(c12)C(=O)CC(C)(C)O3
 : ., 0%, ., ., -2%, 5.4%, -5%, ., .
O=C(CCNC(=O)c1ccccc1Cl)Nc1nc(-c2ccccc2Cl)cs1
 : ?, ?, -6%, i, -29%, 6.6%, -4%, 2%, ?
CCCCn1cnc2c(c(-c3ccccc3)c(-c3ccccc3)n2Cc2ccco2)c1=N
 : -10%, 3%, -17%, ?, 3%, -0.8%, 0%, 0%, 6%
O=C(CNC(=O)c1ccc(Cl)cc1Cl)OCN1C(=O)c2ccccc2C1=O
 : -8%, 3%, 9%, i, -9%, -0.3%, 1%, 1%, -27%
COc1ccccc1OCCn1ccnc1
 : 1%, 3%, 2%, i, 3%, -0.6%, 2%, 1%, ?
CCc1ccc(NCc2cc3cc4c(cc3n(CC(=O)Nc3ccc(F)cc3)c2=O)OCCO4)cc1
 : 3%, ?, 13%, i, -20%, 4.9%, 4%, ., .
O=C(Cn1c(=O)n(Cc2ccc3c(c2)OCO3)c(=O)c2ccccc21)Nc1cccc(Cl)c1
 : -3%, 9%, -7%, ?, 3%, 0.3%, -6%, ., .
Cc1csc(SCc2nc3scc(-c4ccccc4)c3c(=O)[nH]2)n1
 : -13%, -22%, -25%, i, 1%, -0.4%, -1%, 2%, 5%
CC(=O)NC(c1ccccc1)c1nc(-c2cc3ccccc3o2)cs1 (centres undefined)
 : 0%, ., 16%, i, -28%, 9.5%, ., -5%, .
CCc1c(C)c(C#N)c2nc3ccccc3n2c1NCc1ccco1
 : 1%, ?, -14%, i, 6%, 3.5%, -4%, 9%, ?
Nc1n[nH]c(C2CCCCC2)n1
 : -10%, ?, ., i, -1%, -0.1%, -3%, -9%, -1%
CCn1c(=O)cc(SCC(=O)Nc2cc(OC)c(OC)c(OC)c2)c2ccccc21
 : -5%, ?, 24%, i, -31%, 4.9%, -12%, 6%, 0%
COc1ccc(/C=C2/CCCC(C(=O)C(F)(F)F)=C2O)cc1OC
 : ?, -1%, ., i, -4%, ?, -1%, ?, ?
COc1ccc(-c2nc(N3CCN(C)CC3)sc2-c2ccc(OC)cc2)cc1
 : 11%, 1%, -31%, i, 16%, -0.2%, 2%, ?, ?
CC1=C(C#N)C(NC(=O)C2CCCCC2)(C(F)(F)F)C(=O)N1 (centres undefined)
 : -1%, ., -19%, i, -6%, -0.7%, -6%, 10%, 1%
Cc1ccc(C(=O)O)cc1NC(=S)NC(=O)c1ccc(-c2ccccc2)cc1
 : -5%, ?, 5%, i, -12%, 1.8%, 4%, 0%, -13%
COc1ccc(C(=O)Nc2ccc(NC(=O)c3cccs3)c(OC)c2)cc1Cl
 : -13%, 9.2µM*, ?, ?, -42%, 0.4%, -17%, -2%, 1%
Cc1cc(C)cc(NC(=O)CNC(c2ccccc2)c2ccccc2)c1
 : -29%, ?, -34%, i, 1%, 0.1%, ?, ?, ?
NC(=O)c1cnn(C2CCS(=O)(=O)C2)c1 (centres undefined)
 : 5%, 5%, ., i, 1%, -0.7%, -4%, -2%, -2%
CC(=O)NCCc1ccc(C(=O)COC(=O)c2cccn2C)cc1
 : 23%, 13%, 30%, i, -1%, 0.8%, 1%, 8%, 1%
O=C(CSc1nnc(-c2cccs2)n1-c1ccccc1)N1CCCc2ccccc21
 : 5%, ?, -13%, i, -2%, -0.2%, -19%, -2%, ?
Cc1ccc2sc(-c3ccc(N)cc3)nc2c1
 : ?, ., ?, i, -48%, -2.4%, -3%, ., .
CC(=O)c1ccc(OCc2cc(C(=O)N(C)Cc3ncc(C)[nH]3)no2)cc1
 : 2%, 7%, -2%, ?, 0%, 0.4%, 2%, -2%, 2%
CC(=O)NC1=NN(C(C)=O)C(C)(CS(=O)(=O)c2ccc3ccccc3c2)S1 (centres undefined)
 : -9%, 4%, -6%, ?, 0%, -0.1%, -5%, 11%, 18%
COC(=O)CCN(C(=O)c1cc(OC)c(OC)c(OC)c1)c1ccccn1
 : -12%, -6%, 2%, i, 5%, -0.3%, -4%, 5%, 3%
CC(C)c1onc(C(=O)NCc2cccs2)c1[N+](=O)[O-]
 : -17%, 15%, ., ?, 3%, 10%, 1%, -4%, 4%
O=c1[nH]ncn1-c1ccc(Br)cc1
 : 8%, 0%, 2%, i, -5%, -0.3%, -1%, -5%, 3%
COc1ccc(NC(C)=O)cc1S(=O)(=O)N1CCn2cccc2C1C (centres undefined)
 : -7%, -11%, 1%, i, -5%, -1.0%, 1%, -5%, 2%
COC(=O)Cc1[nH]nc2c1C(C1C=CCCC1)C(C#N)=C(N)O2 (centres undefined)
 : -12%, -26%, 2%, ?, -2%, 17%, -10%, -12%[57.1 µM], 11%
C=CCNC(=S)Nc1cccc(N)c1
 : -17%, -14%, 3%, i, -23%, 5.1%, 15%, 2%, ?
CSc1cccc(NS(=O)(=O)c2ccc(-c3coc(C)n3)cc2)c1
 : ?, 6%, -17%, i, -18%, 4.0%, -1%, 0%, 10%
CCN(CC(=O)NCc1cccs1)C(=O)c1ccc(S(=O)(=O)Nc2cccc(C)c2C)cc1
 : -2%, -9%, -8%, i, -17%, -0.4%, -5%, -2%, 2%
CCN1CCN(CCCNC(=O)c2csc3c2CCCCC3)CC1
 : 9%, 6%, -11%, i, -22%, 0.3%, 0%, -5%, 28%
Cc1cccc(CCNC(=O)C2CCCN(S(=O)(=O)c3cccc4nsnc34)C2)c1 (centres undefined)
 : -5%, -19%, 0%, i, -20%, -0.2%, 2%, 1%, 3%
CCOC(=O)C1=C(C)NC(C)=C(C(=O)OCC)C1C(=O)OCC(=O)N1CC(C)OC(C)C1 (centres undefined)
 : -3%, 15%, 7%, i, 5%, 0.0%, 1%, -2%, 1%
O=C(CCN1C(=O)S/C(=C\c2cccs2)C1=O)NC1=NCCS1
 : 1%, 4%, 30%, i, 1%, 3.0%, -11%, 4%, 5%
N=C1/C(=C\c2ccc(OC(=O)c3ccccc3)cc2)C(=O)N=C2SC(N3CCOCC3)=NN12
 : -26%, -5%, 8%, i, -20%, 4.9%, -7%, -9%, -4%
COc1ccc(NC(=O)c2cccc(N3C(=O)C4C5C=CC(C5)C4C3=O)c2)c(OC)c1 (centres undefined)
 : 1%, 9%, -11%, i, 11%, -0.7%, 2%, 12%, -3%
Cc1ccc(NC(=O)CSc2nc3ccccc3nc2N2CCCC2)cc1
 : -2%, 7%, 127%[activator], ?, -15%, 2.9%, -3%, -9%, 13%
COc1cccc(NC(=O)CN(C)C(=O)c2ccc(-c3ccccc3Cl)o2)c1
 : -12%, -16%, -4%, i, 0%, 2.8%, -3%, 0%, -7%
CCNC(=O)C(C)Sc1ccc(Cl)cc1 (centres undefined)
 : -5%, 11%, -2%, i, 2%, 0.0%, 1%, -4%, -29%
C=CCOc1ccc(/C=N/NC(=O)CN(c2cc(Cl)ccc2OC)S(=O)(=O)c2ccc(C)c([N+](=O)[O-])c2)cc1
 : -19%, -8%, -19%, i, -5%, -0.1%, 3%, -1%, -1%
CCNC(=O)Cn1c(=O)c2c(ncn2Cc2ccccc2)n(Cc2ccccc2)c1=O
 : 19%, ., -1%, i, 11%, -1.0%, -1%, -4%, 1%
O=C(c1ccccc1)N1CCN(C(=O)N2CCOCC2)CC1
 : -8%, 14%, 2%, i, 2%, 0.4%, ?, 7%, -1%
CCOc1ccc(S(=O)(=O)N2CCCC(C(=O)N3CCOCC3)C2)cc1Cl (centres undefined)
 : -12%, -7%, -6%, i, -4%, 0.2%, -3%, 16%, -10%
O=C(N/N=C/c1cccc([N+](=O)[O-])c1)c1cc2c(ccc3ccccc32)o1
 : 17%, -12%, ?, ?, 1%, 0.6%, -1%, -11%, -1%
Cc1cn2c(=O)cc(COC(=O)c3cccc(NC(=O)c4ccc(C(C)(C)C)cc4)c3)nc2s1
 : 1%, ., ., ., 4%, -0.4%, -15%, ., .

# Laid out differently: results already given
SMILES | TGFb SMAD3 inh | Nrf2 inh | ATXN2 expr inh | ATXN viability | HepG2 tox | Nrf2 activator | A549 tox | EPAC2 antag | MCF10A rerep
Cc1ccc2sc(-c3ccc(N)cc3)nc2c1 | ? | . | ? | i | -48% | -2.4% | -3% | . | .
CC(=O)c1ccc(OCc2cc(C(=O)N(C)Cc3ncc(C)[nH]3)no2)cc1 | 2% | 7% | -2% | ? | 0% | 0.4% | 2% | -2% | 2%
CC(=O)NC1=NN(C(C)=O)C(C)(CS(=O)(=O)c2ccc3ccccc3c2)S1 (centres undefined) | -9% | 4% | -6% | ? | 0% | -0.1% | -5% | 11% | 18%
